# Screening results as filed in PubChem BioAssay.
# TCR-CD3 inh: inhibitors of human TCR-CD3 interaction, primary screen, biochemical, fluorescence, TAMRA-labeled TCR probe | T-cell receptor (TCR) | inhibition, % at 9.4 µM | 360,000 compounds, 0.37% hits | AID 651800, 2012; in the data active means inhibition above about 19%;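 further: recombinant mutant TCR 2C K166C tagged with TAMRA read by polarization; 0% = receptor in buffer alone and 100% = receptor with positive control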
# PRMT1 FP inh: PRMT1 methyltransferase inhibitors, primary screen, biochemical, fluorescence polarization; Protein arginine N-methyltransferase 1 (Homo sapiens), Q99873; recombinant PRMT1, activity-based probe fluorescence polarization; inhibition, % at 2.79 µM; 370,000 compounds, 1.3% hits;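 active means inhibition above about 21% made by adding two undisclosed values, limit read from the data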
# TDP2 inh: human TDP2 enzyme inhibitors, primary screen, biochemical, epi absorbance, recombinant enzyme; Tyrosyl-DNA phosphodiesterase 2 (Homo sapiens), O95551; T5PNP hydrolysis, p-nitrophenol absorbance 415 nm; inhibition, % at 12.8 µM; 370,000 compounds, 0.34% hits; AID 720702, 2013;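 active means inhibition above the mean of all tested compounds plus 3 SD, set per campaign, cut at about 25% in these data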;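 further: 0% = DMSO with enzyme and 100% = buffer with substrate but no TDP2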
#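 Test system: Human TDP2 enzyme | Reagent: 5 mM T5PNP | Compound dosing: 12.8 µM single point, 1% DMSO | Incubation: Enzyme reaction with compound for 2 h at 37 °C | Technique: p-Nitrophenol epi absorbance | Read-out: % inhibition relative to enzyme-containing and enzyme-free wells | Benchmarks: High control without enzyme, low control DMSO plus TDP2 | Replicates: Singlicate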
# SIAE inh: human SIAE inhibitors, primary screen, biochemical, fluorescence polarization, FP-Rh probe, 1536-well HTS. SIAE FP-Rh probe binding. 370,000 compounds, 0.69% hits. inhibition, % at 9.66 µM. Sialate O-acetylesterase (Homo sapiens), Q9HAT2;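 active means inhibition above a cutoff: mean of compounds within the control limits plus 3 SD of those, cut at about 17% in these data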;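 further: 0% = plate median of compound wells and 100% = probe without SIAE protein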
# Target sequence (Q9HAT2 whole entry, looked up): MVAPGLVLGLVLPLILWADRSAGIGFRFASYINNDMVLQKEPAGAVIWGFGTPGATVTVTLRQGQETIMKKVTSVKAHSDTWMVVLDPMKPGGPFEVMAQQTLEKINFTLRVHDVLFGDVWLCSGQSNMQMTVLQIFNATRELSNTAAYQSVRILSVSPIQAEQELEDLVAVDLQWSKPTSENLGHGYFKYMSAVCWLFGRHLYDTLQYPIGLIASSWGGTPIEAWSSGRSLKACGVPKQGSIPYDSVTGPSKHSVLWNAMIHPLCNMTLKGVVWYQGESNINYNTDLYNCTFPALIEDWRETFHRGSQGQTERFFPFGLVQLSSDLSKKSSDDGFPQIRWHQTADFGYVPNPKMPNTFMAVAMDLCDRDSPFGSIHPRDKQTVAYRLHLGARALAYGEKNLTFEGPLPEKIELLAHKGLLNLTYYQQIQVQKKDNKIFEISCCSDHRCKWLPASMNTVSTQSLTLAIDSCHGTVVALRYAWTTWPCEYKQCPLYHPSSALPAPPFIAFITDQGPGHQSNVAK
# PG9 binder: binders of HIV-1 gp120 antibody PG9, primary screen, biochemical, TR-FRET. TR-FRET gp120-PG9 antibody binding. inhibition, % at 6.7 µM. 360,000 compounds, 0.43% hits. AID 624416, 2012; in the data active means inhibition above about 8.5%
# LEDGF integ inh: blockers of LEDGF/p75-dependent integrase strand transfer – biochemical, TR-FRET, high throughput, primary screen | inhibition, % at 3.7 µM | AID 743269, 2014 | TR-FRET IN-LEDGF/p75 DNA integration, Eu/Cy5 | HIV-1 integrase (with human LEDGF/p75) | 370,000 compounds, 0.64% hits;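 active means inhibition above the screen-wide mean plus 3 SD, cut at about 13% in these data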;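 further: signal is the Cy5 over europium emission ratio at 671 and 618 nm; 0% = plate median of compound wells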
# mABHD4 FP: ABHD4 inhibitors, primary screen, biochemical, fluorescence polarization, mouse; (Lyso)-N-acylphosphatidylethanolamine lipase (Mus musculus), Q8VD66; purified mABHD4, FP-Rh probe fluorescence polarization; inhibition, % at 8.92 µM; 370,000 compounds, 0.54% hits; AID 720543, 2013;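 active means inhibition exceeding the mean over every tested compound plus 3 SD, cut at about 30% in these data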;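 further: 0% = plate median of compound wells and 100% = S159A mutant with DMSO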
#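 assay system = mABHD4 protein | compound dosing = single nominal dose of 8.92 µM, 0.89% DMSO final | read-out basis = percent inhibition of probe binding, normalized to plate controls | schedule = Enzyme–compound pre-incubation 45 min, then probe 60 min, both 25 °C | detection = fluorescence polarization, excitation 525 nm, emission 598 nm, BODIPY TMR filters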
# HTRA1 inh: HTRA1 serine protease inhibitors, primary screen, biochemical, fluorescence polarization, HTS; Q92743; recombinant HTRA1, FP-rhodamine activity-based probe; inhibition, % at 5.96 µM; 340,000 compounds, 0.5% hits; AID 504803, 2011; in the data active means inhibition above about 36%;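 further: 0% = enzyme with DMSO and 100% = wells lacking enzyme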
# rCAG RNA binder: binders of r(CAG) RNA repeats, primary screen, biochemical, fluorescence; 370,000 compounds, 1.3% hits; inhibition, % at 3 µM; r(CAG) RNA repeat, TO-PRO-1 dye displacement fluorescence;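 active means inhibition above the plate cutoff, the mean of all test compounds on that plate plus 3 SD, cut at about 35% in these data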;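 further: 0% = DMSO alone and 100% = 100 µM mitoxantrone as full dye displacement; higher means more dye released from RNA so lower well fluorescence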
# NR1D1 modulator: modulators of Rev-erb alpha DNA binding, primary screen, biochemical, FITC-DNA, fluorescence polarization, uHTS; activity, % at 10 µM; Rev-erbα–FITC-DNA binding, 90 min; Nuclear receptor subfamily 1 group D member 1 (Homo sapiens), P20393; 370,000 compounds, 0.79% hits;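 active means activity above about 14%, limit read from the data; passing the limit was not always enough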;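 further: 0% = DMSO wells with 35 nM protein and 100% = DMSO wells with 750 nM protein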
# Target sequence (P20393 whole entry, looked up): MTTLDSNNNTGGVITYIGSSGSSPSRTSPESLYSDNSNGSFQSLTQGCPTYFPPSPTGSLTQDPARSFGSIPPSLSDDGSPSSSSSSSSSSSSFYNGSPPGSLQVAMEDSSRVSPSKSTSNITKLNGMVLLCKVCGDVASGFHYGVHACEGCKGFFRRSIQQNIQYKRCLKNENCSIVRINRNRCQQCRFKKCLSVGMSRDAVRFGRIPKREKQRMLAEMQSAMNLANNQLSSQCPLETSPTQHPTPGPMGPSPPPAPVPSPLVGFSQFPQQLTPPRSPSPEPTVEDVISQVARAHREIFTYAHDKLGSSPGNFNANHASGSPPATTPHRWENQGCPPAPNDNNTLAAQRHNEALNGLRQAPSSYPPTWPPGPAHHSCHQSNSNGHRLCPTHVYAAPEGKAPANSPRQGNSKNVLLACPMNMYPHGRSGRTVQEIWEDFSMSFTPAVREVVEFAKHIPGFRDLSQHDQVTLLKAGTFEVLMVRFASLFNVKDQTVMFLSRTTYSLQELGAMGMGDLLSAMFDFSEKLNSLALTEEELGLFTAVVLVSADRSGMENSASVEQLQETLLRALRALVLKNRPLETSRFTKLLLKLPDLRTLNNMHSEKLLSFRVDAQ
# Active calls of the source: *; / = no result given. Only part of the results is shown. The share of hits here may be higher or lower than overall.
# Screens in order – TCR-CD3 inh	PRMT1 FP inh	TDP2 inh	SIAE inh	PG9 binder	LEDGF integ inh	mABHD4 FP	HTRA1 inh	rCAG RNA binder	NR1D1 modulator
O=C(CSC(=S)N1CCCCC1)Nc1ncc2c(n1)CCCC2=O
 : 3	1	-5	-5	-1.4	4	-12	-1	-2	1
O=C(NCc1ccccc1)c1cc(C2COCCN2C(=O)c2ccccc2)on1 (stereo unspecified)
 : 6	0	-11	6	0.9	0	3	/	-1	-3
COc1ccc(CSCC(=O)Nc2ccc(S(=O)(=O)N3CCCCCC3)cc2)cc1
 : 6	1	-2	-20	-2.3	1	-16	-30	1	-3
CCn1nc(NC(=O)C2CCCO2)c2cc3cc(C)ccc3nc21 (stereo unspecified)
 : 3	-2	3	1	-3.8	1	1	5	-2	-2
CC(C)(C)NC(=O)CCc1ncc(C(F)(F)F)cc1Cl
 : 7	-4	5	4	1.2	5	2	4	-2	-2
c1ccc(-c2nnc3ccc(N4CCC5(CC4)OCCO5)nn23)cc1
 : 0	-3	7	6	-0.5	1	-4	3	-1	-2
Cn1c(=O)n(Cc2ccco2)c(=N)c2c3c(sc21)CCCC3
 : 3	-3	7	2	-0.3	6	3	5	0	-2
COCCC(=O)N1CCC(Oc2ccc(C(=O)NCc3csc(C)n3)cc2)CC1
 : 6	-1	15	12	-1.2	2	6	2	-4	2
CCOC(=O)N1CCN(C(=O)C[C@@H]2C[C@@]3(C(=O)OC)CCCCC=C3N(Cc3ccccc3)C2=O)CC1
 : 6	-3	6	5	-0.9	0	1	/	1	-3
CN(C)S(=O)(=O)c1cccc(NC(=O)c2cncc(Br)c2)c1
 : -1	-1	-1	3	-2.7	3	1	-8	4	-1
O=C(COC(=O)COc1ccc2c(c1)CCC2)Nc1ccccc1C(F)(F)F
 : 4	-1	-6	0	-1.6	0	2	6	-2	6
Cn1c(=O)c(C(=O)NCCc2ccc(Cl)cc2)c(O)c2ccccc21
 : 3	1	5	11	-1.9	5	-2	-9	-1	24
COc1ccc(S(=O)(=O)NCCC(=O)N2CCCN(C)CC2)cc1
 : -2	-4	14	12	0.5	2	8	-5	2	5
COc1cc(OC)c(NC(=O)CCNS(=O)(=O)c2ccc3c(c2)CC(C)N3C(C)=O)cc1Cl (stereo unspecified)
 : 1	-3	31*	6	0.2	1	-4	0	-1	-4
CC(C#N)Sc1ccc(S(=O)(=O)N2CCCC2)cn1 (stereo unspecified)
 : 1	-2	-7	3	-2.6	4	-3	0	1	-8
C=C(C)c1cccc(C(C)(C)NC(=O)N2CCN(CC(N)=O)CC2)c1
 : 9	0	-9	-1	-1.0	0	7	-3	-2	0
O=c1[nH]cnc2c1ncn2-c1ccc(N(CCO)CCO)cc1
 : 5	-1	10	2	-0.3	-3	1	-4	3	-6
CC(C)CN(CC(C)C)S(=O)(=O)N1CCC(C(=O)NCc2ccco2)CC1
 : -4	3	-3	10	0.7	3	-2	-2	-8	1
Cc1nc2ccccc2nc(=O)c1NNc1ccccc1
 : 3	2	-5	13	-7.9	-1	6	0	-2	1
CSc1ccc(C2CC(=O)Nc3nc(SC)[nH]c(=O)c32)cc1 (stereo unspecified)
 : -3	3	-5	-3	-1.4	3	4	4	-1	0
COc1ccccc1NC(=O)CN(c1ccccc1C)S(C)(=O)=O
 : -6	-2	-1	-4	-0.5	1	-5	-5	-3	-2
Cc1nn(-c2ccc(F)cc2)c(Cl)c1/C=C(/CC(=O)O)c1nc2ccccc2s1
 : 2	-2	8	1	1.4	-1	-10	-12	51*	-3
O=C(Cc1cn(Cc2ccccc2)c2ccccc12)Nc1ccc(Oc2cccnc2)cc1
 : -1	2	-4	-7	-2.1	0	-9	/	11	-1
Cc1ccc(OCCn2cccn2)c(C)c1
 : -2	-1	2	5	-1.6	2	-17	0	0	3
COc1ccc(CNC(=O)C2CCCC2)cc1
 : 5	-1	4	3	-1.5	1	4	10	-1	-5
O=C(c1ccc(F)cc1)N1CCN(C(=O)c2cccnc2)CC1
 : 0	1	-9	1	1.4	0	3	0	-1	1
CCCCNC(=O)COn1nnc2ccc(S(=O)(=O)N3CCOCC3)cc21
 : 6	-3	-3	-7	-0.9	4	-4	3	-1	1
C=CCNC(=S)NNC(=O)C(CCC(C)C)CC(C)(C)O (stereo unspecified)
 : 1	0	12	6	-0.8	0	6	5	-3	2
O=C(Cc1ccccc1F)NC1CCSc2ccccc21 (stereo unspecified)
 : 1	6	5	-1	-0.9	-4	-5	-4	0	-1
O=C(c1ccc(F)cc1)N1CCC(O)(c2cccnc2)CC1
 : -7	0	-5	2	-2.3	-3	3	-2	0	3
COC(=O)[C@]12C[C@H](CC(=O)NCCCCc3ccccc3)C(=O)N(Cc3cccc4ccccc34)C1=C[C@H](C(C)(C)C)O[C@@H]2C
 : /	0	-4	2	/	1	-12	/	3	-1
N#CCN1C(=O)C(=O)N(Cc2cccc(C(F)(F)F)c2)C1=O
 : 0	2	9	-3	0.8	0	1	3	0	0
O=S(=O)(NCCOc1ccccc1F)c1ccc(Cl)cc1F
 : -3	2	1	2	-0.5	-2	1	-14	2	-2
CC(=O)NC(=S)NNC(=O)COc1ccc([N+](=O)[O-])cc1
 : 14	1	-5	5	-2.8	2	4	3	-1	-4
COC(=O)CSc1nc(C)c2ccc(OC)cc2n1
 : -10	7	-6	-7	-0.8	-8	-1	2	0	3
COc1ccc(CC(=O)OCn2nnc3ccccc3c2=O)cc1
 : 0	0	7	8	-0.3	-1	2	0	-7	-3
Cn1cc2cc([N+](=O)[O-])ccc2n1
 : 1	0	-5	1	1.3	6	-4	1	-1	0
Cc1c(Cl)cnc(NC(=O)COC(=O)C2CC2)c1Cl
 : 6	1	-5	-3	-1.3	7	7	1	6	-4
CC(CC#CCN1CCOCC1)OCCC#N (stereo unspecified)
 : 1	-2	-4	-2	-1.9	0	-1	8	4	5
CC(O)CNc1nc2sc3c(c2c(=O)n1CCc1ccccc1)CCCCC3 (stereo unspecified)
 : 2	1	4	8	-0.9	-2	-35	-11	5	7
CCCC(=O)Nc1nn(C)c2nc3ccc(C)cc3cc12
 : 0	-3	2	-1	-13	-3	3	-2	2	0
CCOc1ccc(-c2c(C(=O)N/N=C/c3cccc(Br)c3)nnn2-c2nonc2N)cc1
 : -6	6	-17	-29	1.2	0	-11	-11	7	0
Cc1ccc([C@H]2C[C@@H](n3cc(COC(=O)c4ccccc4)nn3)[C@H](O)CN2C(=O)C2CCCCC2)cc1
 : 2	0	-7	0	-2.4	0	-3	-19	5	0
Cc1ccc(NC(=O)CN(C)C(=O)Cc2ccc3c(c2)CCC3)cc1
 : -3	-1	1	11	-1.6	-4	3	-5	-3	1
Nc1cccc(/C=C/C(=O)O)c1
 : -8	1	2	6	-0.7	0	-3	-2	-1	8
Cc1ccc(S(=O)(=O)Oc2ccc(/C=N/N=C3/NC(=O)C(CC(=O)O)S3)cc2)cc1[N+](=O)[O-] (stereo unspecified)
 : 18	1	-10	-2	-2.1	4	3	-7	41*	2
COc1ccc(S(=O)(=O)N2CC(=O)Nc3ccccc32)cc1C
 : 8	2	1	2	-0.4	-1	-3	4	-1	-1
O=c1cc(CN2CCN(c3cccc(C(F)(F)F)c3)CC2)nc2sccn12
 : -1	1	4	4	1.1	0	-4	/	-4	0
CC(=O)/C=C/c1ccccc1O
 : 0	2	-3	4	-1.4	-3	3	4	-1	6
Cc1cccc(C)c1NC(=O)CSc1nc(N2CCOCC2)nc(N2CCOCC2)n1
 : 1	21	-3	0	0.6	1	-1	-1	-4	-3
CCCN(CC(=O)Nc1ccccc1C)C(=O)Cc1coc2cc(C)ccc12
 : 3	-1	8	4	-2.1	0	1	-6	1	-3
CCCCN(C(=O)C1CCCC1)c1c(N)n(CC(C)C)c(=O)[nH]c1=O
 : 4	0	-2	-1	-2.0	-2	8	9	2	-5
CC(C)(N[C@@H](Cc1c[nH]c2ccccc12)C(=O)NCC(c1ccccc1)c1ccccc1)C(=O)NC1CCCCC1
 : /	3	-4	-6	/	0	-11	/	/	2
COc1cc(NC(=O)c2c(F)c(F)c(F)c(F)c2F)c(OC)cc1Cl
 : 1	0	-1	2	-0.3	-1	-2	-13	1	3
C/C(=N\NC(=S)NCCc1ccccc1)c1cccs1
 : -2	29*	-1	3	0.5	-1	3	-24	0	10
COc1ccc(C)cc1NC(=O)c1ccccc1N(C)S(=O)(=O)c1ccccc1
 : 4	2	-1	-4	-1.7	0	6	-8	-4	6
CCC1Sc2ccc(S(=O)(=O)CCC(=O)NC3CCCCCC3)cc2NC1=O (stereo unspecified)
 : -1	-3	3	-1	0.7	0	4	-5	-8	0
c1ccc(CNc2ncnc3[nH]ncc23)cc1
 : 3	-2	2	1	-1.7	5	4	3	0	1
Cc1ccc(/C=N/n2cnc3sc(C)c(C)c3c2=O)o1
 : 0	0	2	3	-2.1	2	2	4	-4	-1
COC(=O)C1=C(C)N(CCCC(=O)O)C(=O)NC1c1ccc(C(F)(F)F)cc1 (stereo unspecified)
 : 1	0	-8	-2	-0.7	-1	2	8	1	-3

# Next part:
# Screens in order – TCR-CD3 inh	PRMT1 FP inh	TDP2 inh	SIAE inh	PG9 binder	LEDGF integ inh	mABHD4 FP	HTRA1 inh	rCAG RNA binder	NR1D1 modulator
N#Cc1ccccc1S(=O)(=O)Nc1ccc2c(c1)OCCO2
 : 6	-2	-6	8	-1.6	8	-2	4	0	-9
O=C(c1ccc(Oc2ccccc2)cc1)C1CCCN(C(=O)c2cnccn2)C1 (stereo unspecified)
 : 2	-1	-4	-9	0.5	-2	-9	8	-2	-4
OCC1OC(n2ccc3c(NO)ncnc32)C(O)C1O (stereo unspecified)
 : -3	-2	2	9	-4.8	2	-3	5	2	-2
COc1ccc(/C=C(\NC(=O)c2cccs2)C(=O)Nc2cccc3ccccc23)cc1OC
 : 4	2	-12	3	-1.9	0	-14	-11	19	-1
O=C(CNC(=O)c1cccnc1)N/N=C/c1cccnc1
 : 1	5	-2	5	1.8	6	1	0	-3	0
NC(=O)NC(=O)CN1c2cccc3cccc(c23)S1(=O)=O
 : -1	8	9	9	2.1	-2	12	-1	2	9
Cc1ccc(S(=O)(=O)N2CCN(C(=O)c3ccc(-n4cncn4)c([N+](=O)[O-])c3)CC2)cc1
 : 3	0	1	-3	-2.7	-1	-4	-7	-1	2
COc1ccc(C(C(=O)Nc2c(C)cccc2C)n2c(=O)c(-c3ccccc3)nc3ccccc32)cc1 (stereo unspecified)
 : 1	3	7	-27	-2.2	-5	-31	/	8	2
